KKLEB tox = CF airway cell cytotoxicity counter-screen; activity change (cytotoxicity), % at 5 µM; AID 602141; hit rate 0.36% among 360,000; KKLEB CF airway cells viability, ATPlite luminescence, overnight; active compounds read low; cells stimulated with P. aeruginosa culture filtrate;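 active = corrected activity change at or below -50% at 5 µM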
aDG glyco act = increases alpha dystroglycan glycosylation. Pro5-aDG cells, alpha-DG glycosylation AlphaScreen (IIH6); 0% Pro5, 100% B10-LARGE cell signal. activation, % at 10 µM. hit rate 0.22% among 360,000. AID 624168;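 active = activation of at least 8% versus controls, or a plate z-score of at least 8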;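 also: Pro5 are CHO cells carrying HIG-tagged alpha-DG that lacks glycosylation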
Peg3 promoter = reduces Peg3 promoter-driven luciferase expression in HeLa | HeLa PEG-Prom luciferase reporter, luminescence, overnight | inhibition, % at 20 µM | hit rate 1.7% among 360,000;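 active = inhibition of at least 50% at 20 µM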
MITF TRPM1 inh = MITF TRPM1 promoter inhibition in SK-MEL-5 cells. hit rate 0.83% among 330,000. inhibition, % at 12.5 µM. SK-MEL-5 TRPM1 promoter luciferase, 24 h;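 active = mean inhibition across replicates of 60% or more, whatever share of single replicates reaches that level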; also: values of inactives mirror those of a sister screen read the other way
NR2E3 ag-1 = human photoreceptor-specific nuclear receptor agonism | hit rate 0.35% among 360,000 | Q9Y5X4 | CHO-S Gal4-NCOR/VP16-NR2E3 two-hybrid, luciferase | inhibition of corepressor binding, % at 3.98 µM | AID 602229;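 active = inhibition above the mean of all tested compounds plus 3 SD, cut at about 70% in these data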;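 also: 0% = DMSO with NR2E3 transfected cells and 100% = cells lacking NR2E3 construct; higher means lower luciferase signal from less NR2E3 corepressor binding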
Target sequence (Q9Y5X4 whole entry, looked up, the tested form may be a part): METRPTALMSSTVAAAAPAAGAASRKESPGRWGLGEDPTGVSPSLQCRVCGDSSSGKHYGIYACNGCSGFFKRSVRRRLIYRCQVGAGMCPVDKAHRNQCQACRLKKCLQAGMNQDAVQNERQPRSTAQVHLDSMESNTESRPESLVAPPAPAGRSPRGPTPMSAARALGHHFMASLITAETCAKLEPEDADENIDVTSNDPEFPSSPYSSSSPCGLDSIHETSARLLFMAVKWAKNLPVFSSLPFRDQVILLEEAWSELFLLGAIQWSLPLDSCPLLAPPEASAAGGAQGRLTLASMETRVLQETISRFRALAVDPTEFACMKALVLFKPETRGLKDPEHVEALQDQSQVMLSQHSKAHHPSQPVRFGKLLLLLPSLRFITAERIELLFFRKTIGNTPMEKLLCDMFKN
iPSC survival up = enhancers of human iPSC single-cell survival. survival enhancement, % at 20 µM. hiPSC single-cell survival, ATPlite luminescence; 100% = ROCK inhibitor wells, 0% = DMSO. hit rate 0.044% among 360,000; in the data active = survival enhancement above about 18%;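 also: cells exposed to compounds for 16 hours before the ATP read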
HIF-2a block = blocks HIF-2a reporter activity; inhibition, % at 18.8 µM; 786-0 RCC cells HIF-2a reporter, luciferase luminescence, overnight; hit rate 0.72% among 360,000;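 active = inhibition of the luminescence signal of 40% or more relative to plate controls, in a single-dose primary screen at 18.75 µM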
NR2E3 ag-2 = activates human photoreceptor nuclear receptor NR2E3; Q9Y5X4; GST-NR2E3/biotin-RetCOR TR-FRET, 1536-well; inhibition of corepressor binding, % at 4.78 µM; hit rate 0.12% among 320,000; AID 2300;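 active = percent inhibition above the cutoff of mean plus 3 SD of all tested compounds, set per screening campaign, cut at about 20% in these data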;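 also: 0% = DMSO wells and 100% = biotin wells as full block of FRET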
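Material: NR2E3–RetCOR corepressor complex / Incubation: Compound–protein incubation for 5 h at 4 °C / Dosing: compound at 4.8 µM, single dose / Detection: time-resolved FRET / Benchmarks: high control biotin, low control 0.6% DMSO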
TWEAK Fn14 block = TWEAK-Fn14 signaling inhibition; hit rate 2% among 360,000; inhibition, % at 10 µM; TWEAK-stimulated Fn14 reporter cells, luciferase luminescence, 8 h; in the data active = inhibition above about 50%
Shn3 inh set2 = inhibitors of Schnurri-3 3'UTR reporter in osteoblasts. Clone20 osteoblast Shn3 3'UTR firefly luciferase, 24 h. inhibition, % at 12.5 µM. hit rate 0.52% among 360,000. AID 588674;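 active = mean inhibition of at least 75% with every replicate also reaching 75%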;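 also: 0% = median of neutral control wells and 100% = pilot-screen positive control compound; some compounds past the cut are filed as inactive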
CF NFkB inh = blocks PAF-induced NF-kB reporter in cystic fibrosis cells; KKLEB NF-kB-GFP reporter, GFP fluorescence overnight; inhibition, % at 5 µM; hit rate 0.86% among 360,000;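 active = at least 50% inhibition at 5 µM, scaled per plate between neutral and stimulator controls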;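 also: PAF is a Pseudomonas aeruginosa culture filtrate used as stimulus; plate controls were PAF-stimulated DMSO wells for no effect and unstimulated DMSO wells for full effect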
The depositor's hits bear a star; nt = not tested or not shown. An unsorted share of the library. About 4.4% of those tested had a hit in this group.

Under each structure: KKLEB tox	Peg3 promoter	CF NFkB inh	MITF TRPM1 inh	NR2E3 ag-1	iPSC survival up	aDG glyco act	NR2E3 ag-2	TWEAK Fn14 block	Shn3 inh set2	HIF-2a block
> O=C(/C=C/c1ccc(Cl)cc1Cl)Nc1cccc(S(=O)(=O)NC2=NCCC2)c1
→ -58*	-161	-3	-34	-14	-3.4	-0.5	0	26	-14	-177
> O=C(OCC(=O)c1ccco1)c1ccc2ncsc2c1
→ -8	-31	13	-3	-8	-1.2	0.0	4	-8	1	1
> CC(C)(C)Nc1nc(NCc2cccnc2)nc(N2CCOCC2)n1
→ -6	13	3	-2	16	3.2	-0.1	-3	0	6	17
> Cc1cc(Cl)c(OCCCNCc2ccccc2)c(Br)c1
→ -22	45	0	10	-8	-1.7	1.7	3	-59	14	2
> Cc1ccccc1NC1=NS(=O)(=O)c2ccccc21
→ -9	6	3	-1	4	-0.6	-0.2	-2	10	10	-3
> O=C1NN(c2ccccc2)C(=O)/C1=C\c1ccc(-c2cc([N+](=O)[O-])ccc2O)o1
→ 8	5	11	2	-30	0.3	0.5	nt	-4	0	3
> C=CCn1c(SCC(=O)Nc2ccc(F)cc2)nc2cc(C(=O)O)ccc2c1=O
→ 6	-7	-12	0	17	-1.0	0.2	-3	10	-4	14
> COc1cc(CC(=O)NCC2COc3ccccc3O2)cc(OC)c1OC (stereo not drawn)
→ 2	15	4	4	-22	-0.5	0.1	1	14	-5	16
> Cc1ccc(C)c(N=Nc2ccc(O)c3ncccc23)c1
→ 8	0	-21	64*	15	-3.8	-0.7	3	81*	86*	16
> O=c1oc2c(CN3CCOCC3)c(O)ccc2c2c1CCCC2
→ 0	-5	3	-3	-7	2.3	0.2	0	-19	11	-13
> O=[N+]([O-])c1ccccc1/C=C/C=N/n1c(-c2ccco2)n[nH]c1=S
→ -26	36	-13	9	-5	-1.2	-0.2	5	-1	7	9
> Cc1cc(NC(=O)CSc2cc(C)c3ccccc3n2)no1
→ 3	-33	-7	-13	-16	2.1	-0.2	nt	-5	28	-39
> COCCNC(=O)Cn1cc(/C=C(\C#N)C(=O)NC2CCCC2)c2ccccc21
→ 3	34	-28	-5	9	-0.4	-0.1	1	-19	0	-15
> Cc1cccc(C(=O)NCC(=O)OCC(=O)N2CCN(S(=O)(=O)c3ccc(C)cc3C)CC2)c1
→ -1	-13	-14	-4	-42	-0.7	0.0	0	-10	-4	17
> COCCCNC(=O)CC(=O)N/N=C\c1ccc(SC)cc1
→ -2	-4	12	-4	-18	-0.7	0.4	0	-6	23	16
> C[C@H](CO)N1C[C@H](C)[C@@H](CN(C)Cc2ccc3cccnc3c2)OCc2cnnn2CCCC1=O
→ 7	3	-23	nt	11	0.3	0.2	nt	-2	3	7
> CCCCCn1c(SCC#N)nc2cc(C(=O)NCC3CCCO3)ccc2c1=O (stereo not drawn)
→ -15	37	0	20	4	-1.9	0.1	22*	44	31	13
> CCc1ccc(NC(=O)c2ccc(OC)c([N+](=O)[O-])c2)cc1
→ 8	-100	-24	-22	-36	2.2	-0.1	-3	-23	-23	-115
> C=CCSc1nnc(N2C(=O)C(O)=C(C(=O)c3ccco3)C2c2ccc(F)cc2)s1 (stereo not drawn)
→ 0	-49	-9	0	-41	-0.5	0.3	5	1	-1	-55
> O=c1[nH]c(=O)n(Cc2ccccc2)c2nc(-c3ccc(Oc4ccc(F)cc4)c([N+](=O)[O-])c3)n(CCO)c12
→ -3	63*	-22	0	-18	-1.5	-0.3	-1	30	3	21
> CC(=O)Nc1ccc(S(=O)(=O)N(C)CC(=O)OCC(=O)N(C)C2CCS(=O)(=O)C2)cc1 (stereo not drawn)
→ 6	-19	-22	1	25	-0.5	0.2	2	-3	-3	-1
> CC(C)c1c(O)nc(SCCC(=O)O)[nH]c1=O
→ -4	9	18	-9	-15	0.1	-0.2	2	-12	-32	14
> Cc1ccccc1NC(=O)n1ncc2cc(Cl)ccc21
→ -6	-56	6	-26	8	-0.2	-0.1	0	2	-23	8
> Cc1ccccc1C(=O)NC(=S)NCc1cccnc1
→ 13	15	-25	5	-10	-0.8	0.2	2	8	2	4
> COc1ccccc1CNc1ncccc1[N+](=O)[O-]
→ 0	-22	10	-13	5	-0.8	0.0	0	-16	-25	-79
> Cc1cc(C)c2c(=O)n3c(nc2c1)C(CC(C)C)NC(=O)c1cccnc1-3 (stereo not drawn)
→ 20	4	-13	nt	8	-1.6	1.1	nt	-10	-5	2
> O=C(O)c1ccc(N2CCCCS2(=O)=O)cc1
→ -3	20	-1	2	17	1.3	-0.3	6	3	-3	15
> O=Cc1c(Sc2ccccn2)nc2ccccn2c1=O
→ 3	0	38	20	-46	-3.6	0.9	-1	29	5	2
> COc1cc(SC)ccc1C(=O)NCCNC(=O)c1nonc1N
→ -4	-3	19	-1	-27	-0.3	-0.1	2	-10	9	-2
> CCCCCCCn1c(=N)n(CC(O)c2ccco2)c2ccccc21 (stereo not drawn)
→ -2	80*	5	29	5	-1.8	5.2	0	41	45	0
> O=C1NN(c2cccc(Br)c2)C(=O)/C1=C/c1cccs1
→ 11	14	-9	-2	-14	1.3	-0.2	-1	21	-13	3
> COc1ccc(C(=O)O/N=C(\N)c2ccccc2)c(OC)c1
→ -23	-94	-17	35	-44	-3.9	0.6	1	86*	23	7
> CC1=C(C(=O)N2CCOCC2)CC(CC(=O)NCCCCc2ccccc2)C(=O)N1CCCN1CCCC1=O (stereo not drawn)
→ 6	-12	-5	nt	-23	-2.9	0.0	nt	-1	-10	6
> O=C(Cc1cccc2ccccc12)Nc1ccc(OC(F)F)c(Cl)c1
→ -3	-8	24	8	-27	0.8	0.4	0	-44	2	-12
> COc1cc(CN(C(=O)c2ccco2)c2ccc(C)cc2)ccc1O
→ -11	-3	-4	7	-33	-0.6	-0.3	2	-12	23	17
> COc1cc(OC)c2c(-c3cccc(-c4ccc(NC(C)=O)cc4)c3)cc(=O)oc2c1
→ -7	-112	42	20	30	-0.2	0.1	nt	42	-8	-40
> CCCCN(C=O)c1c(CC)nc2ccc(C(=O)N(C)Cc3ccco3)cn12
→ 4	3	-1	nt	-1	1.2	0.1	nt	0	10	-2
> COc1ccc(S(=O)(=O)N2CCOCC2)cc1NC(=O)Cc1coc2cc(C)c(C)cc12
→ 5	18	-1	5	-52	3.8	0.2	6	0	13	17
> CC(C)NC(=O)C1(C)CCN1C(=O)c1ccccc1Oc1ccccc1 (stereo not drawn)
→ -6	-4	10	nt	5	0.7	0.2	nt	-7	-6	4
> O=C(O)C1C2CCC(C2)C1C(=O)Nc1nc2ccccc2s1 (stereo not drawn)
→ -5	-20	-13	-8	-24	-1.0	0.0	1	10	2	-23
> Cc1ccc(S(=O)(=O)N2CCN(CCNC(=O)C(=O)NCc3ccccc3)CC2)cc1
→ 5	17	7	12	-17	-0.3	-0.2	1	3	19	7
> O=C(NC(O)C(=O)c1ccc(F)cc1)c1ccc(F)cc1 (stereo not drawn)
→ 5	4	-8	3	5	2.1	0.1	6	4	-5	13
> CC(=O)Nc1ccc(SC[C@H](Cc2ccccc2)N2CC[C@@H](O)CCC2=O)cc1
→ 13	-18	12	-7	-12	-2.3	-0.2	-4	-8	5	-20
> Cc1oc(C(N)=O)cc1COc1ccc(C(N)=O)cc1
→ 5	10	-5	5	7	-0.6	2.5	-4	-2	-6	11
> Cc1cc2c(c(SCC(N)=O)n1)C(=O)OC2
→ 12	0	-3	12	-8	-0.5	0.0	1	-8	-3	4
> O=C(Cc1cccs1)Nc1ccccn1
→ 1	-10	-8	6	9	3.1	0.0	0	8	-12	-29
> Cc1nnc(SCC(=O)NC2CCCC2)s1
→ 0	21	-20	-12	-11	3.6	-0.3	0	-1	2	11
> CC1(C)Cc2c(c(N3CCOCC3)nc3snc(Br)c23)CO1
→ -24	92*	31	1	-10	-0.2	-0.2	9	5	17	29
> O=C(CCS(=O)(=O)c1ccccc1)NC12CC3CC(CC(C3)C1)C2
→ -4	-263	2	-90	-121	-1.1	0.1	1	3	-118	-213
> O=C(CN1C(=O)c2ccccc2C1=O)Nc1cccc([N+](=O)[O-])c1
→ 15	12	-3	8	-35	1.2	-0.2	3	-9	10	5
> N=c1n(Cc2ccccc2Cl)c2ccccc2n1CC(O)c1ccco1 (stereo not drawn)
→ -8	10	-2	13	-10	-0.7	0.4	0	5	17	12
> CNC(=O)c1ccc(CN(C)C(=O)c2cc(C3CC3)nc3c2cnn3C(C)C)cc1
→ 1	25	11	nt	29	-1.8	0.6	nt	-6	11	17
> O=C(NCCc1ccccc1)C(=O)c1cn(CC(=O)N2CCCC2)c2ccccc12
→ 4	6	0	7	-9	0.1	-0.1	2	3	1	1
> COC(=O)Cc1ccc(NC(=S)N2CCN(C(=O)C3CCCO3)CC2)cc1 (stereo not drawn)
→ 1	11	0	9	-29	-0.5	-0.2	1	7	-8	11
> N#CC1=C(N)Oc2c(ccc3cccnc23)C1c1ccncc1 (stereo not drawn)
→ -18	19	1	0	-37	0.7	-0.1	7	-6	17	17
> COc1cc(CNC2CCC(C)C2)cc(OC)c1 (stereo not drawn)
→ -29	18	-3	-6	-17	-3.1	0.0	1	-7	21	1
> Cc1c(Cl)cccc1NC(=S)NCc1ccco1
→ -4	-16	-7	12	-1	-0.4	0.0	0	14	2	1
> CCN(CC)C(=O)CSc1nnc(-c2ccncc2)n1N
→ 19	3	-6	-2	6	6.4	-0.1	-1	0	12	-4
> CC1CN(C)C(c2ccccc2)C(C)C12NC(=O)NC2=O (stereo not drawn)
→ 9	-3	2	3	-15	5.6	-0.2	1	0	1	16
> Cc1nc2ccccc2c(C)c1CC(=O)N(CC(C)C)c1c(N)n(Cc2ccccc2)c(=O)[nH]c1=O
→ -13	3	17	17	-9	-0.2	0.9	-1	5	5	16
> CCOc1ccc(Br)cc1S(=O)(=O)N1CCCN(C)CC1
→ 4	10	-9	-3	0	0.9	0.1	0	7	5	7
> COc1ccc(CN2CCN(Cc3cn(C)nc3-c3ccccc3)CC2CCO)c(C)c1C (stereo not drawn)
→ -4	7	-25	7	27	-2.6	0.0	4	-4	14	17
> Cc1ccc(NC(CC(=O)c2ccccc2)c2ccc(F)cc2)cc1 (stereo not drawn)
→ 0	-79	-15	-51	-33	-3.1	0.1	1	4	-15	-78

Quoted from above for reference:
Under each structure: KKLEB tox	Peg3 promoter	CF NFkB inh	MITF TRPM1 inh	NR2E3 ag-1	iPSC survival up	aDG glyco act	NR2E3 ag-2	TWEAK Fn14 block	Shn3 inh set2	HIF-2a block
> COc1ccc(CN2CCN(Cc3cn(C)nc3-c3ccccc3)CC2CCO)c(C)c1C (stereo not drawn)
→ -4	7	-25	7	27	-2.6	0.0	4	-4	14	17
> Cc1ccc(NC(CC(=O)c2ccccc2)c2ccc(F)cc2)cc1 (stereo not drawn)
→ 0	-79	-15	-51	-33	-3.1	0.1	1	4	-15	-78

Screens deposited in PubChem by several laboratories.
